# Screening data: PubChem, several laboratories
# ARFGAP1 inhibitor: inhibitors of rat ARFGAP1; AID 651572; 360,000 tested, 0.26% active; Arfgap1-stimulated ARF1 GTP hydrolysis, GDP FP detection; Q62848; inhibition, % at 16.5 µM;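 active = inhibition above a per-plate limit, mean inhibition of low control wells plus 3 SD, cut at about 25% in these data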;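 note: 0% = DMSO wells with enzyme and 100% = wells lacking Arfgap1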
# Target sequence (Q62848 1-136 limits assumed): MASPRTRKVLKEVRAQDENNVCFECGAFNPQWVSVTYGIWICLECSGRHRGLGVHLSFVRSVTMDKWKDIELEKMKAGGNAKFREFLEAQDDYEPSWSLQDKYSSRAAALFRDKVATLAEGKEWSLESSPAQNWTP
#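 Repeats: one replicate per compound; assay system: rat Arfgap1 catalytic domain, aa 1-136; times: enzyme reaction 120 min at 25 °C after 20 min preincubation; detection: FP of antibody-bound GDP Alexa 633 tracer, ex 620/em 688 nm; benchmarks: high control wells lacking Arfgap1, low control full reaction with DMSO; reagent: human ARF1(Δ1-17)-GTP substrate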
# rCAG binder: binds r(CAG) RNA repeats. 370,000 tested, 1.3% active. inhibition, % at 3 µM. r(CAG) RNA repeat, TO-PRO-1 dye displacement fluorescence;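 active = inhibition above the plate cutoff, the mean of all test compounds on that plate plus 3 SD, cut at about 35% in these data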;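 note: 0% = DMSO alone and 100% = 100 µM mitoxantrone as full dye displacement; higher means more dye released from RNA so lower well fluorescence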
# GC-B act: GC-B (human) receptor activation; P20594; HEK293-GC-B cells, CNP EC30, cGMP TR-FRET; 0% at EC30 CNP, 100% saturating CNP; activation, % at 10 µM; 370,000 tested, 0.11% active; AID 1920062;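 active = activation at 10 µM reaching about 35% in either raw or pattern-adjusted values, limit read from the data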
# GC-A act: GC-A (human) enzyme activation | activation, % at 10 µM | HEK293 GC-A cells, cGMP TR-FRET, EC30 ANP; 0% at EC30 ANP, 100% saturating ANP | AID 1671463 | 370,000 tested, 0.14% active; in the data active = activation above about 40%
# sPLA2-III inh: Inhibits HGIII-sPLA2 liposome hydrolysis, primary screen; QFRET BODIPY PC-A2 liposome hydrolysis, fluorescence; 370,000 tested, 0.56% active; inhibition, % at 12.2 µM; AID 743126;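 active = inhibition above mean plus 3 SD of compounds lying within the high and low control bounds, cut at about 19% in these data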;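 note: 0% = median of test compound wells and 100% = no enzyme DMSO wells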
# Target sequence (Q9NZ20 whole entry, looked up): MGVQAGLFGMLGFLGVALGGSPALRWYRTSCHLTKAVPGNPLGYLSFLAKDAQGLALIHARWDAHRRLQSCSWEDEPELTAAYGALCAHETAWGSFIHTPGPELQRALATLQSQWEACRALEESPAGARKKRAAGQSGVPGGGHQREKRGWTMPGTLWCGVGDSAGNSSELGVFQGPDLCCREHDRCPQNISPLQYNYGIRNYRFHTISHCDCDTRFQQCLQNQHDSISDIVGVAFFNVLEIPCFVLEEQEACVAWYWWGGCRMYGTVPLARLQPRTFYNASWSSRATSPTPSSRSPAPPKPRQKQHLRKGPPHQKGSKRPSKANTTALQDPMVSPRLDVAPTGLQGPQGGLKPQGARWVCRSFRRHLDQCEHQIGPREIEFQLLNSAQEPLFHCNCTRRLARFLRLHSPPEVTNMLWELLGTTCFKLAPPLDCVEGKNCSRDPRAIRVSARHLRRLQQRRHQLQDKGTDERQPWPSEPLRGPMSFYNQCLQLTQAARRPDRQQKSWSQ
# KLK7 zymogen act: activators of human kallikrein-7 zymogen; P49862; purified proKLK7, EDANS-DABCYL substrate fluorescence; 100% is mature enzyme control, 0% vehicle; activation, % at 7 µM; 370,000 tested, 0.9% active; AID 652039;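 active = activation above the mean of all tested compounds plus 3 SD, computed per campaign excluding outliers beyond control limits, cut at about 13% in these data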
# FXN GAA850 act: increases GAA850 frataxin promoter reporter activity; HEK293 lucGAA850 FXN promoter luciferase reporter, 24 h; percent of 10 µM SAHA response; activation, % at 6 µM; 360,000 tested, 0.56% active;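 active = activation above the average of all compounds screened plus 3 SD, cutoff fixed separately per campaign, cut at about 7.5% in these data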;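 note: 0% = DMSO wells and 100% = 10 µM SAHA wells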
# Tn6 DDE FP: inhibitors of Tn6 peptide binding to human fibrin DD(E) | 370,000 tested, 0.21% active | inhibition, % at 8.3 µM | Fibrin DD(E) TRITC-Tn6 fluorescence polarization displacement;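 active = inhibition above a per-campaign cutoff: mean of compounds within control limits plus 3 SD, cut at about 15% in these data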;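 note: 0% = median of all compound wells on the plate and 100% = blocking peptide control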
# ASAP1 GAP inh: inhibitors of human ASAP1 ArfGAP activity; Q9ULH1; ASAP1-stimulated ARF1 GTP hydrolysis, GDP FP detection; AID 624377; inhibition, % at 16.5 µM; 360,000 tested, 0.19% active; in the data active = inhibition above about 25%;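 note: 0% = vehicle with enzyme and substrate and 100% = no enzyme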
# Target sequence (Q9ULH1 325-724 limits assumed): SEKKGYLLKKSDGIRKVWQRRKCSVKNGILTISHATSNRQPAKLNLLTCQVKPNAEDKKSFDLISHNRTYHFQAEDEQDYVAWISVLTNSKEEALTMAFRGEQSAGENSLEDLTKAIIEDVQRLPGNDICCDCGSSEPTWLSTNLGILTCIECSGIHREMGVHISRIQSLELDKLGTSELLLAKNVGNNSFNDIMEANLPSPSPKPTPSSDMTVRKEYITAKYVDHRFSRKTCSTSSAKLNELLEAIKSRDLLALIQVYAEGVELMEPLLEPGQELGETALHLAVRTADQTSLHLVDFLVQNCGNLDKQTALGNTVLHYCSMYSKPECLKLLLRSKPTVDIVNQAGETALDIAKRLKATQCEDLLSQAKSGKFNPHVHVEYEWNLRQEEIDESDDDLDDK
# ADAM10 inh: ADAM10 inhibition, QFRET primary screen. O14672. inhibition, % at 7 µM. recombinant ADAM10, EDANS/DABCYL FRET peptide cleavage, 3 h. 370,000 tested, 0.62% active;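 active = inhibition above a per-campaign cutoff equal to the mean of compounds falling between control-based bounds plus 3 SD, cut at about 20% in these data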;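 note: 0% = DMSO wells while the 100% control is not disclosed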
# Starred values were filed as active, the others as inactive; · = no result given.
structure,sPLA2-III inh,ASAP1 GAP inh,rCAG binder,GC-B act,KLK7 zymogen act,FXN GAA850 act,Tn6 DDE FP,ARFGAP1 inhibitor,ADAM10 inh,GC-A act
COc1ccc(NC(=S)N2CCN(C(=O)c3ccco3)CC2)cc1,4.0,10.3,0.8,2.1,0.7,-1.4,-1.4,-7.8,-4.3,-0.1
Cc1ccnc(SCCn2c(N3CC(C)CC(C)C3)nc3c2c(=O)n(C)c(=O)n3C)n1 (configuration not stated),2.9,-12.8,-6.5,-6.1,-1.0,-1.1,1.2,-4.8,-3.5,-2.9
OCC1(CCc2ccccc2)CCN(Cc2cc(Cl)ccc2O)CC1,-7.8,11.0,-1.5,0.1,0.0,-0.1,1.5,4.3,3.6,0.7
CCC(C)(C)n1nnnc1C(c1cc2cc(C)ccc2[nH]c1=O)N1CCCc2ccccc21 (configuration not stated),8.7,3.6,4.6,5.3,-2.7,0.3,1.0,-9.0,-40.1,-4.8
CCOc1ccc2oc(-c3ccccc3)c(C(N)=O)c2c1,6.0,6.5,-1.4,-0.7,-21.3,0.0,-4.0,9.7,-316.9,2.0
CCCCOc1ccc(C(=O)NCC(=O)NCC2CCCO2)cc1 (configuration not stated),0.5,3.3,-3.9,-3.1,-0.2,-0.4,-6.7,-0.4,4.2,-2.2
COc1cc(C=NN=c2sc3ccccc3n2C)ccc1OCCO,-16.8,8.4,1.9,-0.5,-0.5,·,-7.3,6.1,-17.7,-3.1
O=C(CN(Cc1ccco1)C(=O)c1ccc(N2CCCC2=O)cc1)Nc1ccccc1C(F)(F)F,-3.4,-0.7,-0.1,-5.3,-0.8,0.3,2.0,0.2,1.2,-3.3
CN(CC(=O)Nc1ccc(Cl)cc1)C(=O)CNC(=O)c1ccc(Br)o1,6.3,-2.4,-1.5,-1.8,0.5,-2.1,-4.6,2.8,-2.5,4.5
CCOc1c(Br)cc(C(=O)N2CCCN(C)CC2)cc1OC,-0.6,2.5,-4.2,4.5,-0.2,-0.4,10.9,-3.3,4.6,0.8
O=C(Nc1nc2ccc(Cl)cc2s1)C1CC1,3.8,1.6,1.1,-14.6,-0.4,3.7,7.0,1.3,1.7,34.8
CCN(c1ccccc1)c1cc(C)nc2ncnn12,4.5,-4.0,-1.4,0.6,0.5,-2.0,3.6,10.7,-7.8,1.1

# Continued:
structure,sPLA2-III inh,ASAP1 GAP inh,rCAG binder,GC-B act,KLK7 zymogen act,FXN GAA850 act,Tn6 DDE FP,ARFGAP1 inhibitor,ADAM10 inh,GC-A act
COc1ccc(C2CCN(CC(=O)N(C)C)CC2O)cc1 (configuration not stated),7.0,6.2,-2.6,5.2,0.1,1.4,-0.7,-6.8,-2.5,-0.8
C=C(C)C1CC=C(CN2CCC(O)CC2)CC1 (configuration not stated),5.0,9.1,1.5,1.1,-0.4,1.6,-1.4,13.8,4.4,0.9
CCn1c(SC)nc(O)c(C(c2ccc(OC)c(O)c2)c2c(O)nc(SC)n(CC)c2=O)c1=O,2.7,-6.4,1.5,3.4,-0.5,1.9,3.1,-1.1,0.2,4.0
C1CCC(NC2=NCCC2)CC1,2.6,3.7,0.8,0.3,0.3,1.3,-3.6,4.1,-3.3,0.8
CCOc1ccc(N(Cc2cc3cc(C)ccc3[nH]c2=O)C(=O)COC)cc1,-1.1,8.3,-5.9,5.3,-0.7,-1.5,6.3,-16.0,-36.4,3.4
O=C(CN1CCOCC1)NN=C1CCCCCCCCCCC1,1.0,-5.8,0.1,0.3,-0.2,-2.0,-6.7,3.3,-2.9,0.5
Cc1ccc(N(CC(=O)Nc2cc(C)ccc2C)S(C)(=O)=O)cc1,1.9,2.5,-7.2,-7.1,0.0,1.1,2.7,-3.5,8.5,-27.4
COc1cc(Cl)c(C)cc1NC(=O)Cc1cccs1,-5.0,1.6,-2.3,-10.9,0.0,3.8,-6.5,6.6,2.5,3.3
Cc1cc(C)c2[nH]c(=O)c(C(c3nnnn3CC3CCCO3)N3CCCC(C)C3)cc2c1 (configuration not stated),1.7,7.8,-1.7,-2.9,2.5,0.6,6.9,2.5,-90.6,-2.3
CN(c1ccccc1)S(=O)(=O)c1ccc(C(=O)NCc2cccs2)cc1,-4.4,-1.5,-0.3,0.6,0.4,2.9,0.1,-8.6,-4.6,0.1
C[C@H]1[C@@H](OC(=O)NCc2ccccc2Cl)CC[C@@]23CCCN2C(=O)CCC[C@@H]13,13.7,·,·,-8.9,·,·,5.6,·,-12.0,-2.2
CC/C(Cc1ccccc1)=N/NC(=O)CNC(=O)c1ccc(Cl)cc1Cl,7.5,13.9,3.5,-0.7,0.2,0.0,0.8,2.9,4.8,-1.9

# (list continues)
structure,sPLA2-III inh,ASAP1 GAP inh,rCAG binder,GC-B act,KLK7 zymogen act,FXN GAA850 act,Tn6 DDE FP,ARFGAP1 inhibitor,ADAM10 inh,GC-A act
COc1cc(CN2CCN(CC#Cc3ccccc3)CC2CCO)cc(OC)c1 (configuration not stated),5.5,-1.5,-6.3,-0.2,-0.1,2.2,-4.3,4.4,-4.2,-0.1
COc1cc(NC(=O)CSc2nc(C)cs2)cc(OC)c1,-1.4,-3.2,-6.0,-3.1,0.5,-0.1,-0.8,15.7,-2.2,-9.5
COc1ccc(NS(=O)(=O)c2cccc(C(=O)Nc3cccc(C(=O)O)c3)c2)cc1,-7.1,-4.5,8.4,0.8,-1.0,-0.4,5.0,4.9,-0.3,1.8
CN(CCNC(=O)C1CCCN(c2ncnc3c2nc2n3CCCCC2)C1)Cc1ccccc1 (configuration not stated),-1.9,7.2,-6.7,-3.3,-0.4,-1.1,5.3,5.2,-4.3,-2.2
COc1ccccc1CNC(=O)COc1ccc(C)cc1,-0.5,-2.1,-3.4,-5.7,-0.1,0.3,5.5,-5.2,-8.8,-4.8
CCOC(=O)C(C)c1ccc2cc(OC)ccc2c1 (configuration not stated),-3.2,-2.5,-4.9,3.6,-0.9,3.0,-2.2,-20.3,3.7,-4.2
CN(Cc1ccccc1F)C(=O)CCNC(=O)c1ccc(C(C)(C)C)cc1,-1.5,-9.0,-3.0,-2.6,0.3,0.5,-0.6,3.1,3.6,0.5
CCC(CC)c1nnc(NC(=O)Oc2ccccc2)s1,0.9,5.4,18.8,-1.0,0.5,0.0,3.6,-5.0,-4.1,-0.7
Cc1ccc(S(=O)(=O)N2[C@@H](c3cccc(Cl)c3)C(C(=O)O)=CC[C@H]2c2cccc(C)c2)cc1,-0.7,-2.0,9.7,6.3,0.3,0.6,6.5,-0.5,1.0,-0.9
COc1ccc(CN2CCN(Cc3ccc(CO)o3)CC2CCO)cc1C (configuration not stated),-3.1,-6.7,-1.7,6.3,0.6,1.5,-3.6,3.3,13.4,0.1
Cc1ccc(C)c(-n2c(N)c(C(N)=O)sc2=S)c1,3.7,-9.5,2.3,5.9,0.1,2.1,-1.7,-1.5,5.9,1.2
O=C(Nc1ccc(O)cc1C(=O)O)c1cccc(Br)c1,-15.3,4.6,12.1,-0.5,0.2,1.4,5.7,2.2,-2.3,-1.1

# Next section.
structure,sPLA2-III inh,ASAP1 GAP inh,rCAG binder,GC-B act,KLK7 zymogen act,FXN GAA850 act,Tn6 DDE FP,ARFGAP1 inhibitor,ADAM10 inh,GC-A act
Cc1cc(=O)oc2c(C)c(OCC(=O)NC3CC(C)(C)NC(C)(C)C3)ccc12,0.3,7.6,4.9,-5.2,-0.3,-0.1,-2.5,-0.5,-59.4,1.5
CC1C/C(=N\NC(=O)c2ccc(NS(=O)(=O)c3ccc(Br)cc3)cc2)CC(C)(C)C1 (configuration not stated),-17.2,-14.2,19.9,-1.6,-0.3,2.7,6.0,12.3,11.5,4.9
COc1ccccc1NC(=S)N(Cc1ccc(C(=O)O)cc1)Cc1ccc(OC)c(OC)c1,-3.0,-5.5,11.9,-1.8,0.6,0.6,-2.0,5.1,5.1,2.4
COc1ccccc1Oc1cc(F)nc(N)n1,5.4,25.8*,4.9,3.4,0.1,1.1,0.9,11.4,13.5,-0.1
Cc1ccccc1-c1nc(CN2CCC(C(=O)NCCCN3CC(C)CC(C)C3)CC2)c(C)o1 (configuration not stated),-7.8,-1.4,-1.8,-3.4,-0.3,-1.0,1.2,9.5,0.5,3.1
COC(=O)c1ccc(/C=N/OCC(=O)NCCc2ccc(OC)c(OC)c2)cc1,-2.6,-0.7,-5.1,-1.7,-0.7,1.8,2.2,-1.8,-0.8,0.6
O=C(NN1CCOCC1)c1ccc(Br)cc1,-5.4,-14.3,-0.1,1.7,-0.3,2.1,4.4,-1.0,-1.8,1.9
Cc1ccc(C2=NNC(=O)C(c3c[nH]c4ccccc34)C2)cc1 (configuration not stated),-52.1,-8.5,4.0,-6.3,-0.2,-0.1,6.0,4.3,-1.6,20.5
Cc1cn(C2OC[C@@H](O)[C@@H]2CO)c(=O)[nH]c1=O (some centres not stated),6.7,7.3,4.3,-0.6,-0.6,1.8,-6.0,4.1,-4.7,4.3
C[N+]1(CC(O)COCC2COc3ccccc3O2)CCOCC1 (configuration not stated),9.7,3.0,0.0,3.2,-0.1,0.6,-3.7,3.6,-1.7,0.0
CC(C)C(=O)N1CCC2(CC1)Oc1ccc(Cl)cc1C(=O)C21CC(c2cccnc2)=NO1 (configuration not stated),-1.7,-2.8,-3.5,-2.0,-1.3,0.1,-6.8,8.7,-28.9,-0.4
CCC(=O)N1CCc2cc(Br)c(S(=O)(=O)CCC(=O)NCCc3ccccc3)cc21,9.9,4.2,1.7,-2.8,0.3,-0.1,-0.5,13.6,3.2,-3.1

# (continued)
structure,sPLA2-III inh,ASAP1 GAP inh,rCAG binder,GC-B act,KLK7 zymogen act,FXN GAA850 act,Tn6 DDE FP,ARFGAP1 inhibitor,ADAM10 inh,GC-A act
O=C(CSc1nc2ccccc2c(=O)n1-c1ccc(F)cc1F)c1c[nH]c2ccccc12,12.5,-1.5,6.3,6.0,0.0,1.4,-5.8,12.4,-3.9,-2.6
CCN(CC)CCOC(=O)C(c1ccccc1)C1CCCCC1 (configuration not stated),-0.9,-10.1,-1.6,-11.3,0.1,-2.4,6.3,-21.1,-3.8,-14.5
Cc1ccc(C(=O)CSc2nnc(Cn3nnc4ccccc43)n2C)cc1,-27.1,0.8,-4.7,-1.7,-0.1,3.9,-1.6,-3.6,-5.3,-2.2
Cc1ccc(NCc2cccc(B(O)O)c2)cc1,9.6,4.0,2.5,-1.5,-0.4,2.4,2.5,0.8,-12.1,3.8
CC(CN1CCCCC1)OC(=O)C1c2ccccc2Oc2ccccc21 (configuration not stated),-1.9,14.2,-2.2,-10.8,-0.6,0.2,0.9,-12.0,4.3,-23.7
O=C(O)C1CC1C(=O)N1CCN(c2ccc(Cl)c(Cl)c2)CC1 (configuration not stated),17.0,-2.6,-2.2,-1.3,-0.8,2.9,8.2,-3.5,-6.1,1.5
COc1cc(OC)cc(-c2sc3ccc(OC)cc3c2-c2ccc3cc[nH]c3c2)c1,5.7,5.2,19.1,0.1,-3.1,0.9,-4.2,11.1,-12.8,-5.2
CC(C)N1C(=O)CCC1C(=O)NCc1ccccc1Cl (configuration not stated),-1.6,4.0,2.0,6.5,0.0,1.1,-3.5,9.1,-1.6,-1.9
